High-throughput results: PubChem BioAssay, National Center for Advancing Translational Sciences (NCATS)
Pf growth 48h – inhibits P. falciparum growth in the first generation, 48 h; P. falciparum luciferase growth in erythrocytes, 48 h; Potency, µM (titrated, usually from 28.7 µM), inactives show at the top dose activity change, negative = inhibition, usual class: inhibitors; hit rate 5.9% among 310,000; AID 504832; note: potency is the fitted concentration of half-maximal effect; % is set by controls: 0 for no effect and ±100 for the full control effect
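Here the parasites carry a stable luciferase gene and grow inside erythrocytes in Albumax-based RPMI medium with compound for one erythrocytic cycle. Activity is scored as loss of luminescent signal.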
Pf growth 96h – P. falciparum growth inhibition at 96 hours; P. falciparum luciferase reporter growth, 96 h; Potency, µM (series often up to 28.7 µM), for inactives: top-dose activity change, negative = inhibition, actives largely listed as inhibitors; hit rate 6.9% among 320,000; AID 504834; note: potency is the fitted concentration of half-maximal effect; % is set by controls: 0 for no effect and ±100 for the full control effect
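Delayed-death screen, second-generation endpoint: infected erythrocytes, 2% hematocrit, 0.05% parasitemia final; 96 hours at 37 C, 5% CO2; luciferase detection reagent; luminescence decrease equals reduced growth.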
Shiga inhibitor – blocks Shiga toxin action in Vero cells | AID 2315 | Vero cells, Shiga toxin protein synthesis inhibition reporter | hit rate 9.2% among 290,000 | inhibition, % at 38.7 µM; in the data active = inhibition mostly above about 28%, no sharp cut-off; inactive = mostly below about 43%; note: 0% is about no effect
Cycloheximide cs – counter-screen hit for Shiga toxin inhibitors, cycloheximide. cell reporter, cycloheximide protein synthesis inhibition counterscreen. max response, %. hit rate 12% among 300,000. AID 2314; in the data active = max response mostly above about 13%, no sharp cut-off; inactive = mostly below about 14%; note: read at 38.3 µM for the half of the compounds with a filed dose; 0% is about no effect
Giardia FBPA inh – Giardia lamblia aldolase inhibition; Potency, µM (series often up to 59.6 µM), without a hit: top-dose activity, negative = inhibition, most hits filed as inhibitors; hit rate 0.71% among 290,000; purified Giardia FBPA; AID 2451; note: potency is the fitted concentration of half-maximal effect; % is set by controls: 0 for no effect and ±100 for the full control effect; nearly all actives have a fitted effect of over 55% in size
Target sequence (A8B2U2 whole entry, looked up): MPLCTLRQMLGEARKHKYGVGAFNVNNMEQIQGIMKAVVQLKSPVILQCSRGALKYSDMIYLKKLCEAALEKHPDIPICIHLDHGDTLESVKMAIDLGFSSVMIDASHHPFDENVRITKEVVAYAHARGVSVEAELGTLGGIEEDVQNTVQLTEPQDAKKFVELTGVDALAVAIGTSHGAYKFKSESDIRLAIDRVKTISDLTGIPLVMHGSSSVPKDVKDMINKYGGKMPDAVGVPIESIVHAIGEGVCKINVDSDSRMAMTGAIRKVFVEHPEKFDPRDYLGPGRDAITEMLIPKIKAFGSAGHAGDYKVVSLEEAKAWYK
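Giardia FBPA (40 nM reagent) was preincubated 10 min at RT with compound (up to 57.5 uM final), then substrate plus GAPDH/TPI/NAD/arsenate coupling system with diaphorase/resazurin was added; resorufin fluorescence (525/598 nm) was read after 20 min.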
HCV inh – inhibitors of hepatitis C virus infection; Huh7.5.1 HCVcc-Cre infection, luciferase reporter, 44 h; Potency, µM (series often up to 41.8 µM), without a hit: top-dose activity change, negative = inhibition, hits mostly inhibitors; hit rate 3.4% among 340,000; note: potency is the fitted concentration of half-maximal effect; % is set by controls: 0 for no effect and ±100 for the full control effect
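HCVcc-Cre virus at an moi near 0.5 was added right after compound to cells cultured 4 h from seeding (1,000 cells/well). Luciferase activity was determined 44 h later, 15 min after substrate addition at RT.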
Starred values were filed as active, the others as inactive; ? = inconclusive; . = not tested or not shown; & = joins results of further samples; [ ] = remark or other dose. Unless noted, calls come from the whole dose curve; as a rule, active = well fitted curve in the direction sought with a large enough effect; inconclusive = small, poorly fitted or top-dose-only effect, or another doubt; inactive = no such curve, though single readings can be large; an effect the other way counts as inactive or inconclusive.

cpd	canonical_smiles	Pf growth 48h	Pf growth 96h	Shiga inhibitor
1	O=C(O)c1cccc(NC(=O)C2CC(=O)N(Cc3ccccc3)C2)c1 (stereo unspecified)	3%	-1%	-1
2	CCCCNC(=O)CC(=O)Nc1ccccc1C(=O)O	35%[activator]	94%[activator]	-4
3	c1ccc2sc(Sc3ncnc4sccc34)nc2c1	1.9µM*	0.74µM*	46*
4	O=C(Nc1cc(C(=O)N2CCOCC2)cc(C(=O)N2CCOCC2)c1)c1cc(F)c(F)cc1Cl	9%	29%	-4
5	CCCc1cc(=O)[nH]c(SCC(=O)N2CCCc3ccccc32)n1	32%[activator]	0%	15
6	Cc1ccccc1[N+](=O)[O-]	30%[activator]	?	.
7	Cc1c(N)cccc1-n1cccc1	21%	34%[activator]	4
8	CC[n+]1ccc(C)c2cc(P(=O)(c3ccccc3)c3ccccc3)ccc21	13µM*	?	-7
9	COc1ccc(NC(=O)CS(=O)(=O)c2cn(CC(=O)N3CCOCC3)c3ccccc23)cc1	0%	5%	-9
10	O=C(CC1CCCC1)Nc1ccc(Br)cc1	106%[activator]	103%[activator]	76*
11	O=C(CSC1=NCCS1)c1ccc(Cl)cc1	10µM*	?	17
12	CC(=NCc1cccnc1)c1c(O)n(-c2ccccc2)c(=O)[nH]c1=O	?	30%	21

cpd	Cycloheximide cs	Giardia FBPA inh	HCV inh
1	-2	-25%	19%
2	-3	5%	19%
3	42*	-5%	12%
4	-3	9%	29%
5	2	-2%	1%
6	.	.	2%
7	-2	-8%	-6%
8	-2	-28%	-20%
9	-5	1%	-8%
10	32*	-7%	?
11	-1	-5%	?
12	-3	-5%	4%

Next records.
cpd	canonical_smiles	Pf growth 48h	Pf growth 96h	Shiga inhibitor
13	OCCN(CCO)CC(O)Cn1c2ccccc2c2ccccc21 (stereo unspecified)	-25%	?	-18
14	CCOC(=O)Cc1csc(NC(=O)CSc2nc3cccnc3n2CC)n1	5%	.	-17
15	Cc1ccccc1NC(=O)CSc1ccc(-c2cccnc2)nn1	-29%	10µM*	-9
16	CN1CCN(c2ccc(NC(=O)c3ccc(C(F)(F)F)cc3)cn2)CC1	?	?	-4
17	Cc1ccc(/C=N/NC(=O)c2cc3ccccc3cc2O)o1	0.59µM*	?	52*
18	CC(C(=O)Nc1ccc(F)c(F)c1F)N(C)CC(=O)Nc1ccccc1Br (stereo unspecified)	-11%	11%	-10
19	CC1(c2nnc(-c3ccccc3)o2)CC(c2cccnc2)=NO1 (stereo unspecified)	47%[activator]	81%[activator]	17
20	CCC(C)(CCNC(=O)Cc1ccccc1)c1ccccc1OC (stereo unspecified)	.	?	-4
21	Cc1c(NC(=O)CN2CCN(c3ccc([N+](=O)[O-])cc3)CC2)c(=O)n(-c2ccccc2)n1C	-24%	-19%	-3
22	COc1cc(/C=N/NC(=O)CCN2CCN(c3ccccc3)CC2)cc(OC)c1OC	?	?	-8
23	COCCNC(=O)Cn1c(=O)n(Cc2ccc(C(=O)NCCc3ccc(OC)c(OC)c3)cc2)c(=O)c2ccccc21	-29%	?	-2
24	Cc1ccc(CN2C(=O)c3ccccc3C2C(=O)NCc2cccnc2)cc1 (stereo unspecified)	.	31%[activator]	14

cpd	Cycloheximide cs	Giardia FBPA inh	HCV inh
13	-2	-11%	-12%
14	-2	-1%	-11%
15	-2	7%	14%
16	13	-1%	11µM*
17	19*	-20%	-16%
18	-4	-4%	-10%
19	-2	-1%	4%
20	-3	-4%	-21%
21	15	5%	-26%
22	-2	3%	-2%
23	-3	1%	?
24	3	-1%	-2%

Continued.
cpd	canonical_smiles	Pf growth 48h	Pf growth 96h	Shiga inhibitor
25	CC1CCCCC1NC(=O)Cn1c(CN2CCCCC2)nc2ccccc2c1=O (stereo unspecified)	?	.	-4
26	Cn1nc(-c2ccccc2)c(CO)c1Sc1ccccc1	-1%	2%	16
27	O=C(NC1CCCN(Cc2ccc(Cl)cc2)C1)c1cccc(F)c1 (stereo unspecified)	6%	-8%	1
28	Cc1ccc(/C=C/C(=O)NC(=S)N2CCN(c3ccc(F)cc3)CC2)cc1	0%	-18%	-5
29	O=[N+]([O-])c1ccc(NC(=S)NCCc2ccccc2)cc1	?	-1%	64*
30	Cc1cc(F)ccc1NCc1cccnc1	?	-23%	-8
31	Cc1ccc(S(=O)(=O)N(C)CCCC(=O)NC(C)(C)CO)cc1	5%	?	-1
32	O=C(Nc1ccccc1)N1CCN(c2ncccn2)CC1	-16%	6%	-3
33	COc1ccc(NC(=O)COC(=O)CCCc2c[nH]c3ccccc23)cc1OC	9%	7%	-18
34	O=C(NC(=S)Nc1ccccc1)c1cncc(C#Cc2ccccc2)c1	0%	-3%	2
35	O=C(NCc1ccc(Cl)cc1Cl)C(=O)N1CCCCC1	.	-4%	21
36	CC1(C)CC(=O)C2=C(C1)Nc1ccccc1NC2c1ccccn1 (stereo unspecified)	13%	40%[activator]	13

cpd	Cycloheximide cs	Giardia FBPA inh	HCV inh
25	-4	11%	?
26	15	-2%	?
27	-3	2%	?
28	0	0%	-3%
29	28*	-2%	?
30	-3	3%	10%
31	-3	4%	18%
32	9	10%	20%
33	-2	-3%	8%
34	-1	-3%	1%
35	8	5%	6%
36	8	12%	4%

Full records from above. Screens in order: Pf growth 48h | Pf growth 96h | Shiga inhibitor | Cycloheximide cs | Giardia FBPA inh | HCV inh
Entry for O=[N+]([O-])c1ccc(NC(=S)NCCc2ccccc2)cc1 → ? | -1% | 64* | 28* | -2% | ?
Entry for CC1CCCCC1NC(=O)Cn1c(CN2CCCCC2)nc2ccccc2c1=O (stereo unspecified) → ? | . | -4 | -4 | 11% | ?
Entry for Cc1ccc(S(=O)(=O)N(C)CCCC(=O)NC(C)(C)CO)cc1 → 5% | ? | -1 | -3 | 4% | 18%
Entry for O=C(Nc1ccccc1)N1CCN(c2ncccn2)CC1 → -16% | 6% | -3 | 9 | 10% | 20%
Entry for Cc1cc(F)ccc1NCc1cccnc1 → ? | -23% | -8 | -3 | 3% | 10%

Going on with the list:
cpd	canonical_smiles	Pf growth 48h	Pf growth 96h	Shiga inhibitor
37	COc1cc(C(=O)Nc2scc(-c3ccccc3)c2C(=O)O)cc(OC)c1OC	15%	-13%	.
38	CC(C)(C)NC(=O)C(c1ccncc1)N(C(=O)CNC(=O)c1ccco1)c1ccc2c(c1)OCO2 (stereo unspecified)	3%	?	-9
39	CC(=O)Nc1ccc(S(=O)(=O)Nc2ccc3c(c2)OCO3)cc1	24%	23%	-8
40	COc1cc(NS(=O)(=O)c2ccc(C)c(C)c2)c(OC)cc1Cl	-4%	6.6µM*	-9
41	Cc1occc1C(=O)N(C)Cc1nc(-c2ccccc2)no1	7%	41%[activator]	32
42	COc1ccc(C(C)=O)cc1CSc1nnc(Nc2ccc(C)cc2C)s1	?	?	-2
43	COc1ccc(NC(=O)C2CCCN(C(=O)Nc3ccc(F)cc3)C2)cc1 (stereo unspecified)	-3%	2%	-5
44	O=C(CNS(=O)(=O)c1ccc(F)cc1)Nc1ccc(C(F)(F)F)cc1	.	4%	-17
45	CCC(=O)c1c[nH]c(C(=O)NCCCn2ccnc2)c1	0%	5%	-9
46	COCCNC(=O)CSc1nc2ccccc2c(=O)n1CCCC(=O)NCc1ccccc1	17%	-17%	-13
47	C[C@@H]1CCC(=O)N(CC[C@H](N=[N+]=[N-])c2ccccc2)CC1	44%	17%	20
48	CNC(=O)c1sc(NCc2ccccc2OC)nc1C	12%	9%	4

cpd	Cycloheximide cs	Giardia FBPA inh	HCV inh
37	-2	-12%	1%
38	-2	?	7%
39	-3	8%	1%
40	-6	3%	-9%
41	9	0%	6%
42	-2	-1%	?
43	-2	-11%	-5%
44	-1	-1%	?
45	-3	-8%	0%
46	-1	0%	23%
47	12	8%	17%
48	-4	6%	-4%

Additional records follow:
cpd	canonical_smiles	Pf growth 48h	Pf growth 96h	Shiga inhibitor
49	Cn1cc(CN2CCC(C(=O)Nc3ccc(Oc4ccccc4F)cc3)CC2)cn1	-15%	?	1
50	COc1ccc(C2CC(c3ccc(Br)cc3)=NN2C(=O)CN2CCCC2)cc1 (stereo unspecified)	?	-20%	9
51	O=C(CC(C(=O)O)c1cccc(Cl)c1Cl)c1ccccc1 (stereo unspecified)	19%	24%	-6
52	O=C(Cn1nc(Cl)nc1Cl)c1ccc2c(c1)OCCO2	13%	-21%[5.75 µM]	-7
53	CCOC(=O)c1cc(-c2nnc(-c3ccc(Cl)cc3)o2)c(C)nc1C	.	-4%	-2
54	CN(C)c1ccc2c(=O)[nH][nH]c(=O)c2c1	2%	-27%	-16
55	C=CCOc1ccc(/C=C/C(C)=N\O)cc1	291%[activator]	.	85*
56	COc1ccc(CC(=O)Nc2ccc(S(=O)(=O)Nc3onc(C)c3C)cc2)cc1OC	35%[activator]	?	-9
57	Cc1ccc(-c2csc3ncnc(N4CCN(C(=O)c5ccco5)CC4)c23)cc1	?	?	.
58	COc1ccc(-c2[nH]ncc2/C=N/NC(=O)c2cccc([N+](=O)[O-])c2)cc1OC	-27%	33%[activator]	-9
59	CCOc1ccccc1NC(=O)C(OC(=O)c1ccccc1)c1ccccc1 (stereo unspecified)	-17%	?	10
60	O=C(CCc1ccc(S(=O)(=O)NCCc2ccccc2)cc1)NCc1ccc2c(c1)OCO2	.	?	6

cpd	Cycloheximide cs	Giardia FBPA inh	HCV inh
49	-3	.	11µM*
50	1	-4%	10µM*
51	-3	9%	15%
52	-2	10%	25%
53	-2	4%	6%
54	-3	-3%	-1%
55	50*	3%	-9%
56	-2	14%	-4%
57	.	.	?
58	-2	-7%	-13%
59	-4	-1%	?
60	8	-2%	-15%

Following part.
cpd	canonical_smiles	Pf growth 48h	Pf growth 96h	Shiga inhibitor
61	O=C1C=C(NC(=O)Nc2ccc(Cl)c(Cl)c2)CCC1	?	?	3
62	COc1ccc2c(COC(=O)c3n[nH]c4ccccc34)cc(=O)oc2c1	29%	.	107*
63	Oc1ccc(-c2nc(-c3ccc(F)cc3)c(-c3ccncc3)[nH]2)cc1	?	13µM*	.
64	Cc1cc(-n2cnnn2)ccc1C(C)C	32%[activator]	38%[activator]	33
65	Oc1c(Cl)cc(Cl)cc1CNc1nc2ccccc2[nH]1	0%	?	.
66	O=S(=O)(Nc1cccnc1)c1cc(Cl)ccc1Cl	4%	13%	-1
67	CCOC(=O)CSc1nc(C)nc2c1sc1nc(C)c(C(C)=O)c(-c3ccc(OC)cc3)c12	?	?	-11
68	Cc1ccc(C)c(NC(=S)NNc2ccc(F)cc2F)c1	?	?	23
69	NNC(=O)[C@H]1C[C@@H]1c1ccccc1	5%	20%	-18
70	CN(Cc1ccccc1)C(=O)[C@H](Cc1ccc2ccccc2c1)NC(=O)[C@@H]1C[C@@H](O)CN1C(=O)c1cn(C)c2ccccc12	.	.	-3
71	O=C(COC(=O)CCC(=O)c1cccs1)NC1CC1	8%	11%	-6
72	COc1ccc(S(=O)(=O)n2ccnc2)c2cccnc12	?	.	-3
73	CC(=O)c1ccc(N2CCN(c3ccc(C(N)=O)cc3[N+](=O)[O-])CC2)cc1	-14%	-24%	5

cpd	Cycloheximide cs	Giardia FBPA inh	HCV inh
61	-1	0%	-15%
62	26*	0%	?
63	.	1%&2%	?
64	23*	1%	-2%
65	-4	-2%	1%
66	-2	5%	-32%
67	-1	1%	7%
68	19	?	4%
69	-1	5%	2%
70	-2	-2%	.
71	1	1%	28%
72	-1	-21%	-5%
73	9	0%	-9%

Compounds as they come. About 24% of those tested had a hit in this group.
